From PubChem
Autophagy HCS = modulators of autophagy; AID 463193; MEF GFP-LC3 puncta imaging; test concentration mostly 10 µM; calls only at 10 µM (by protocol); actives 0.98% (n = 190,000);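 active = percentage of spot-positive cells more than 3 SD above its plate mean, without a fluorescence outlier flag or 80% toxicity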;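 also: spot-positive cell cutoff set from DMSO-treated cells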
Ins promoter up = MIN6 insulin promoter up-regulation | MIN6 insulin promoter-GFP reporter, high-content imaging; stronger effect = higher value | z-score at 5 µM | actives 0.3% (n = 190,000);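 active = z-score above 3 at 5 µM with at least 500 cells counted in the well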
CSM14.1 death rescue = protection against thapsigargin-triggered cell killing – 384-well, CSM14.1, ATP luminescence, primary screen (AID 1222). CSM14.1 thapsigargin-induced death rescue, ATP luminescence; higher % means a stronger effect. cellular ATP content (survival), % at 20 µM, or EC50 in µM where a hit was titrated. 190,000 tested, under 10 active;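 active = EC50 below 50 µM in the dose-response confirmation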;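 also: death triggered by thapsigargin at about 15 µM added after 2 h compound pretreatment; cell ATP read after overnight thapsigargin exposure of roughly 18 to 22 hours; normalized against plate controls of thapsigargin alone and 5% DMSO vehicle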
bCat nuc transl = modulators of beta-catenin nuclear translocation. HeLa beta-catenin nuclear translocation, immunofluorescence imaging. nuclear translocation activity, % at 5 µM. actives 0.3% (n = 190,000);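 active = nuclear translocation activity above 50% at 5 µM, with a well cell count of 50 or more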;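 also: per-cell ratio of nuclear to cytoplasmic median beta-catenin stain intensity; plate controls were DMSO negative control for no effect and GSK-3 inhibitor IX positive control for full effect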
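test system = HeLa cells, endogenous beta-catenin | dosing = single 5 µM dose plus 0.02–20 µM confirmation series | times = compound treatment 24 h, 37°C, 5% CO2 | technique = beta-catenin immunofluorescence imaging with DAPI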
MT stabilizer = microtubule stabilizers in HeLa cells; HeLa tubulin immunostaining HCS, 24 h; share of cells brighter than vehicle mean+2SD; % tubulin-high responders, % at 10 µM; actives 0.83% (n = 200,000);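 active = plate Z-score above 3 for both tubulin-high and condensed-nucleus cell shares, with cell loss under 80%, at 10 µM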;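 also: anti alpha tubulin signal scored within the nucleus-defined area of each cell; some results filed as inactive read as strong as hits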
T cell modulator = T cell immune modulators affecting CD8 T cell-vesicle binding | AID 2052 | actives 0.068% (n = 330,000) | calls only at 7 µM | 2C CD8+ T cell-vesicle binding, flow cytometry; stronger effect = lower value;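 active = response, share of CD8 T cells binding vesicles, and their 90th percentile fluorescence all below set limits, cut at about 80% in these data, passing the limit was not always enough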
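Also added: QL9-peptide-loaded Drosophila micro-vesicles bearing Ld, ICAM-1 and B7-1; Test system: purified 2C TCR transgenic mouse naive CD8+ T cells; Measured by: cytometric PE anti-B7-1 and Alexa647 anti-CD8 signals after 1% paraformaldehyde fixation; Timing: binding step 1.5 h, 37 °C, antibody labelling 20 min, ice.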
Salmonella PhoP GFP = PhoP-dependent GFP reporter repression – Salmonella Typhimurium, primary screen (AID 1863); S. Typhimurium PhoP-regulated promoter GFP reporter, 4 h; higher % means a stronger effect; inhibition, % at 50 µM, or IC50 in µM where a hit was titrated; actives 0.16% (n = 300,000);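 active = inhibition over 29.93%, a cutoff 3 SD above the screen mean, later confirmed by dose response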;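 also: 0% = low Mg2+ inducing control and 100% = high Mg2+ repressing control; strong numbers were not always called active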
Hep lipid drop = hepatic lipid droplet formation modulation; inhibition, % at 6.5 µM; AID 1656; actives 0.4% (n = 240,000); AML12 mouse hepatocytes, oleate lipid droplets, BODIPY imaging;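 active = lipid droplet intensity inhibited by at least 50%, with more than 500 cells counted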
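Assay system: AML12 hepatocytes (mouse); Probe or stimulus: oleic acid at 100 µM to induce lipid droplet formation; Dosing: compound at 6.5 µM only; Schedule: compound with oleate, overnight; Detection: fluorescence imaging, 20x objective, two fields per well; Measure: % inhibition of lipid droplet signal.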
Dynein transport = dynein cargo transport inhibition | 3617.4 mouse cells, GR-EGFP nuclear translocation imaging; test concentration mostly 20 µM; stimulated with dexamethasone, 1 µM; stronger effect = lower value | z-score, hits read low | actives 0.47% (n = 220,000);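 active = plate z-score of nuclear minus cytoplasmic receptor signal below a set negative limit, without overly bright fluorescence or cell loss, cut at about -3.5 in these data, passing the limit was not always enough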;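 also: z-score of nuclear minus cytoplasmic ring GR-EGFP intensity difference per well; some compounds called inactive have numbers as strong as hits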
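medium = tetracycline-free induction medium containing charcoal-stripped FBS | probe or stimulus = dexamethasone, 1.0 µM final | timing = 48 h induction, then 1 h compound, then 30 min agonist, 37 °C | detection = automated 10x imaging of fixed Hoechst-stained cells | read-out basis = nuclear versus cytoplasmic GR-EGFP signal, averaged per well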
Dynein transport cytoplasmic EGFP = further read-out of Dynein transport, marked with its call; z-score; measured here: cytoplasmic GR-EGFP intensity; stronger effect = higher value
Dynein transport nuclear GR-EGFP = recorded beside Dynein transport, whose call it bears; z-score; measured here: nuclear GR-EGFP intensity;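 lower value marks the stronger effect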
Dynein transport cell count = also measured in Dynein transport; calls as there; z-score; measured here: cell count per field
Ins promoter up cell count = further read-out of Ins promoter up, marked with its call; cell count; measured here: cytotoxicity, nuclei count;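 total cells summed across four imaged fields per well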
Hep lipid drop cells 6.5 µM = also measured in Hep lipid drop; calls as there; cell count; measured here: cell count, cytotoxicity flag;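 cells counted across two imaged fields per well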
bCat nuc transl cell count 5 µM = also measured in bCat nuc transl; calls as there; cell count; measured here: cell count, cytotoxicity flag
T cell modulator vesicle-bound % = further read-out of T cell modulator, marked with its call; double positive events, %; measured here: CD8+ vesicle-bound cell fraction;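 binding gate set so that unloaded-vesicle control wells show 10% double positive cells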
MT stabilizer Hoechst-high % = further read-out of MT stabilizer, marked with its call; % Hoechst-high responders; measured here: nuclear condensation Hoechst responders;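 share of cells brighter than vehicle mean plus two SD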
MT stabilizer cytotoxicity % = recorded beside MT stabilizer, whose call it bears; toxicity, %; measured here: cytotoxicity by cell density;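 0% = mean cell density of plate MIN control wells and 100% = no cells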
Autophagy HCS cell loss 18 h = second read-out of Autophagy HCS, no call of its own (marks repeat the call); toxicity, %; measured here: cell loss, nuclei count;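 cell loss after 18 h compound exposure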
Active calls of the source: *; i = inactive; / = not tested or not shown.

item	structure	MT stabilizer cytotoxicity %	T cell modulator	Dynein transport nuclear GR-EGFP	Dynein transport	bCat nuc transl cell count 5 µM	Autophagy HCS	Hep lipid drop	T cell modulator vesicle-bound %	Hep lipid drop cells 6.5 µM	CSM14.1 death rescue	Dynein transport cytoplasmic EGFP	Salmonella PhoP GFP	MT stabilizer	Dynein transport cell count	MT stabilizer Hoechst-high %	bCat nuc transl	Ins promoter up cell count	Autophagy HCS cell loss 18 h	Ins promoter up
1	N#CCCN(Cc1cccnc1)C(=S)NC1CC2C=CC1C2 (stereo unspecified)	/	i	0.08	0.072	1209	/	-4	12	636	/	-0.28	0%	/	0.29	/	-2.7	1513	/	-0.78
2	CCOc1nc(C)ccc1-c1noc(-c2ccncc2)n1	49	i	1.3	1.2	1194	i	4	15	675	-0.4%	-0.26	0%	2.8	-0.67	1.1	0.4	1149	5	-0.38
3	CC1CCCCC1NC(=O)c1ccc(S(=O)(=O)NCC2CCCO2)cc1 (stereo unspecified)	3.0	i	2	3.7	1581	i	11	38	678	0.2%	-0.13	4%	1.6	-1.8	0.9	-0.6	/	-2	/
4	Cc1ccc(S(=O)(=O)Nc2ccc3c(c2)CCC3)cc1C	5.0	i	0.96	1.8	1134	i	-4	8	662	0.2%	-0.079	15%	6.4	-1.2	2.5	-1.1	1381	19	0.31
5	CCOC(=O)C(NC(=O)c1ccccc1)(Nc1nnc(C)s1)C(F)(F)F (stereo unspecified)	4.8	i	0.14	-0.45	1241	i	-2	28	721	0.6%	-0.23	2%	2.9	-1.3	2.9	-0.4	1301	-2	0.15
6	CNc1csc(C)c(C)c1=O	0.0	i	-0.79	-1.7	1322	i	/	7	/	-1.6%	-0.15	1%	4.2	0.35	1.8	0.4	1509	9	-0.29
7	COC(=O)c1cc(C#N)c(NCc2ccccc2)nc1C	7.5	i	-0.35	-0.75	1050	i	-1	17	793	-2.0%	0.58	-2%	1.3	0.21	1.3	-3.8	854	-5	0.79
8	CC1CCC(C(C)C)C(OCC(O)CNC(C)(C)C)C1 (stereo unspecified)	8.1	i	-0.21	-0.45	1040	i	1	32	677	-0.8%	-0.3	-2%	2.7	0.51	1.5	0.1	1227	1	-0.77
9	CN1CCN(c2ccc(NC(=O)c3ccc(C#N)cc3F)cc2Cl)CC1	3.2	i	-0.24	-0.73	1030	i	26	36	679	-0.9%	-0.28	0%	1.0	0.48	1.0	-0.1	1378	7	-0.35
10	CN(Cc1cccs1)S(=O)(=O)c1cccs1	6.7	i	-0.019	-0.22	1147	i	7	34	792	-2.3%	-0.34	6%	5.1	0.64	3.1	-1.6	1141	-4	1.3
11	CCNC(=S)N1CCN(CCN=CC2=C(O)CC(c3cccs3)CC2=O)CC1 (stereo unspecified)	19	i	0.11	0.38	/	i	-5	25	744	-1.3%	-0.62	-9%	1.1	1.4	2.5	/	863	7	0.18
12	CCCn1c(C(C)NC(=O)c2ccccc2)n[nH]c1=S (stereo unspecified)	/	i	0.39	0.81	1161	/	11	53	753	/	0.029	-5%	/	-0.42	/	-3.4	1321	/	-0.09
13	Cc1cc(N2CCCC2)nc2ccc(NC(=S)NCCCOC(C)C)cc12	3.3	i	-0.67	-1.3	/	i	-4	44	667	-0.5%	-0.27	-8%	1.8	1.3	2.3	/	1227	-4	0.35
14	CC(C)(C)c1cc(NC(=O)c2cccnc2)no1	6.4	i	0.54	0.28	1079	i	-3	52	623	-2.9%	-0.18	-10%	3.4	-0.27	1.9	0.0	/	-1	/
15	CC(C)(C)NC(=O)Nc1ccc(Cn2cc(C(F)(F)F)ccc2=O)cc1	0.6	i	-0.4	-0.16	1053	i	/	41	/	-0.2%	-0.22	2%	1.4	0.45	2.3	-0.5	1225	12	0.1
16	Cc1ccoc1C(=O)NCCCNC(=O)c1occc1C	13	i	-0.27	-0.96	873	i	/	18	/	-0.5%	-0.21	4%	4.2	0.63	2.0	-6.0	745	0	0.11
17	CC(NS(=O)(=O)c1ccc(CCC(=O)NCc2ccco2)cc1)c1ccccc1 (stereo unspecified)	2.6	i	-0.0027	0.5	578	i	4	12	624	-0.6%	-0.27	13%	2.0	-0.25	2.3	-1.0	1225	-3	0.65
18	COc1ccc(CCNC(=S)Nc2ccc(C(C)C)cc2)cc1	/	i	0.43	0.028	1283	/	-10	28	661	/	-0.23	-2%	/	-0.36	/	-1.0	908	/	0.55
19	CCOC(=O)c1c(-c2ccc(C)o2)csc1N	17	i	-0.33	-1.2	1157	i	/	58	/	-1.5%	-0.25	46%	5.2	0.75	3.2	0.8	1161	-60	-0.1
20	O=C(CSc1ccc([N+](=O)[O-])cn1)Nc1ccc(N2CCOCC2)cc1	4.7	i	0.64	0.88	1409	i	-10	4	622	-0.2%	-0.28	4%	3.8	-0.24	1.8	0.6	1448	-12	0.08
21	O=C(NCc1ccco1)c1ccc2c(c1)C(=O)N(Cc1ccccc1)C2=O	3.1	i	0.8	1.3	1059	i	1	59	603	-2.7%	-0.23	7%	3.7	-0.27	1.6	-0.9	1798	-1	0.3
22	O=C(NC1CC2CCC(C1)N2Cc1nnnn1Cc1ccco1)NC12CC3CC(CC(C3)C1)C2 (stereo unspecified)	3.5	i	2	1.9	1134	i	5	19	784	-4.7%	0.15	5%	3.3	-2.8	2.5	4.9	1005	-4	-0.15
23	C=CCN(CC=C)C(=O)c1cc2ccccc2c(=O)o1	3.8	i	-0.25	0.16	495	i	5	50	688	-0.8%	0.11	7%	5.1	-0.43	2.0	0.3	1188	9	1.1
24	C/C(=N\NC(=O)CC#N)c1cc2ccccc2oc1=O	1.3	i	0.22	0.25	498	i	9	8	685	2.5%	-0.14	5%	1.9	0.2	1.4	1.9	1274	-4	-0.03
25	CCCn1nnnc1-c1cccc(Cl)c1	7.5	i	0.72	0.92	/	i	/	37	/	-2.5%	-0.24	7%	2.4	0.48	1.6	/	/	-30	/
26	Cc1cc(NC(=O)CSc2ncccn2)no1	24	i	-0.53	-1.4	927	i	7	33	774	-2.0%	-0.29	2%	1.3	0.61	2.5	0.0	/	-2	/
27	O=C(Cc1ccc(Cl)c(Cl)c1)Nc1cccc(S(=O)(=O)N2CCOCC2)c1	6.7	i	-0.47	-0.26	1036	i	-5	54	669	0.8%	-0.23	-1%	2.3	0.85	1.6	-1.1	1587	16	-0.11
28	c1ccc2nc3ccccc3nc2c1	4.8	i	0.37	-0.62	501	i	-13	50	735	-2.8%	-0.078	0%	2.0	0.28	1.9	-1.9	1177	2	0.61
29	COc1ccc(C(=O)Nc2ccc3c(c2)nc(CN2CCCC2)n3C)cc1	8.7	i	-0.14	-0.45	1108	i	-2	35	682	-4.4%	-0.25	10%	2.9	0.38	2.6	1.9	1368	5	-0.05
30	COc1ccc(Cl)cc1NC(=S)NCCCN1CCCC1=O	8.0	i	1	0.45	980	i	2	25	639	1.1%	-0.053	2%	1.8	-1.5	3.3	-0.7	1583	14	-0.51
31	CNC(=S)NNS(=O)(=O)c1ccc(OC)cc1OC	0.6	i	-0.32	-0.96	1091	i	1	32	665	-3.9%	-0.28	-4%	1.2	0.48	1.2	0.2	1363	17	0.91
32	CC(=O)Nc1nc(-c2ccc([N+](=O)[O-])cc2)cs1	6.6	i	-0.093	0.28	1160	i	0	37	687	-0.3%	-0.13	11%	2.0	0.62	1.2	-2.7	1064	-11	-0.32
33	CCOc1nc(NCCN2CCOCC2)nc(Nc2ccc(C)cc2)n1	5.5	i	-0.58	0.13	1371	i	/	57	/	-0.1%	-0.23	10%	3.9	0.16	2.4	-0.7	1534	-2	0.38
34	CCn1cc(CN(C)S(=O)(=O)c2cccc([N+](=O)[O-])c2)cn1	4.3	i	-0.21	-0.36	980	i	-2	38	751	-1.1%	-0.27	-3%	3.6	0.71	1.7	-2.6	1429	-2	2
